GLS inh – glutaminase GLS (human) inhibition. O94925. GLS enzymatic activity, qHTS titration. Potency, µM (titrated, usually from 45.5 µM), for inactives: at the top dose activity change, negative = inhibition, most hits filed as inhibitors. 410,000 compounds, 0.21% hits. AID 624170; note: % is set by controls: 0 for no effect and ±100 for the full control effect
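Enzyme dispensed in phosphate buffer (45 mM, pH 8.2, 0.02% Tween-20), compounds pinned in, then 1 mM L-glutamine solution and the glutamate oxidase–HRP–Amplex Red mix added; fluorescence read immediately and again after 30 min at room temperature.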
G9a inh – blocks human histone lysine methyltransferase G9a | G9a H3K9 monomethylation, AlphaScreen, 2 h | Q96KQ7 | 350,000 compounds, 8.8% hits | Potency, µM (series often up to 102 µM), for the others: top-dose activity, negative = inhibition, actives largely listed as inhibitors; note: % is set by controls: 0 for no effect and ±100 for the full control effect; nearly all actives have a fitted effect of over 75% in size
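Methyltransferase reactions run at room temperature for 2 h (20 nM enzyme, 500 nM biotin-H3K9 peptide, 20 uM SAM) after a 15 min compound preincubation; product detected by AlphaScreen beads and anti-H3K9me1 antibody.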
Pin1 inh – inhibitors of human Pin1. Potency, µM (top dose mostly 115 µM), without a hit: at the top dose activity, negative = inhibition, actives largely listed as inhibitors. Q13526. 390,000 compounds, 0.009% hits. Pin1 FP peptide displacement, HiFluor488, 10 min; active = well fitted inhibition curve with a large enough effect in the polarisation, with a control signal flat, not every such curve was filed as active; inconclusive = small, poorly fitted or top-dose-only effect, or effect the other way, or a change in a side signal; inactive = no such curve, though single readings can be large or run the other way; the % refers to the polarisation; note: % is set by controls: 0 for no effect and ±100 for the full control effect
JMJD2A Tudor – inhibitors of human JMJD2A Tudor domain; AlphaScreen JMJD2A-Tudor / H3K4me3 peptide binding; Potency, µM (series often up to 114 µM), without a hit: at the highest dose activity change, negative = inhibition, actives largely listed as inhibitors; 390,000 compounds, 4.4% hits; note: % is set by controls: 0 for no effect and ±100 for the full control effect; nearly all actives have a fitted effect of over 50% in size
Target sequence (O75164 whole entry, looked up, the tested form may be a part): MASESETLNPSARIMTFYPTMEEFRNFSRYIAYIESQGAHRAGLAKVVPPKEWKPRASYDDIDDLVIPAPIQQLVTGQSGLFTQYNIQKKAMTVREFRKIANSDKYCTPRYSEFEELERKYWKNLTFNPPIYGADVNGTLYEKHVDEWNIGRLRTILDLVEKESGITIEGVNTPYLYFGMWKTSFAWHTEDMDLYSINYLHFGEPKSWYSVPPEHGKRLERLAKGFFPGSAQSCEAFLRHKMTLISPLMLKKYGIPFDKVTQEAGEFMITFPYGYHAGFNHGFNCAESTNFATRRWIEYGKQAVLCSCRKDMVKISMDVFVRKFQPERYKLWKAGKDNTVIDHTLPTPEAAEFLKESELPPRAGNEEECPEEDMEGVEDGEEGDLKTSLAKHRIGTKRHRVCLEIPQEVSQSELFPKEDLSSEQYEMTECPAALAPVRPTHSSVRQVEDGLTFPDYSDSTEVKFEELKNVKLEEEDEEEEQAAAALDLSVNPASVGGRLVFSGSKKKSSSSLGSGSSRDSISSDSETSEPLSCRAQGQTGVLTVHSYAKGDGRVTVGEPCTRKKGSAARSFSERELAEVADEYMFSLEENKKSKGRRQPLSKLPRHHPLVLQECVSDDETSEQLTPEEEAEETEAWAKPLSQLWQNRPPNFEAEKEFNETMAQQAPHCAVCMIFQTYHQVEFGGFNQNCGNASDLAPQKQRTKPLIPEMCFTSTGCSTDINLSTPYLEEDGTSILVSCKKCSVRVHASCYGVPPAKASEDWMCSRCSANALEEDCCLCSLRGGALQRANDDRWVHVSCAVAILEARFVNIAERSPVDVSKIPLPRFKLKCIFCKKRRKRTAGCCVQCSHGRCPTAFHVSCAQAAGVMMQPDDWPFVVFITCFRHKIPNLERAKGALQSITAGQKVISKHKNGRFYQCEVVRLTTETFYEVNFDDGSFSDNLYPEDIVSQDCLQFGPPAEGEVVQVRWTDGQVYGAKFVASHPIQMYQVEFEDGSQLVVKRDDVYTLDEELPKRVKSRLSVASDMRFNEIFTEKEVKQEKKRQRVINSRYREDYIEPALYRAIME
BAZ2B block – BAZ2B (human) inhibition; Potency, µM (series often up to 114 µM), for inactives: at the top dose activity change, negative = inhibition, hits mostly inhibitors; 360,000 compounds, 4.4% hits; AID 504333; AlphaScreen BAZ2B-H3K14Ac peptide displacement; note: % is set by controls: 0 for no effect and ±100 for the full control effect; nearly all actives have a fitted effect of over 60% in size
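In this displacement format the biotinylated H3(5-23) peptide acetylated at Lys14 serves as ligand at 50 nM, with BAZ2B at 50 nM in PBS pH 7.4 containing 0.01% Tween-20. Donor and acceptor beads are 10 ug/mL final.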
BLM helicase inh – inhibitors of human Bloom syndrome helicase BLM. 350,000 compounds, 0.2% hits. Potency, µM (series often up to 56.1 µM), for inactives: at the top dose activity change, negative = inhibition, hits mostly inhibitors. recombinant BLM DNA unwinding, fluorescence dequenching. AID 2528;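 note: plate controls were vehicle for no effect and no enzyme for full effect; nearly all actives have a fitted effect of over 35% in size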
PGK inhibitor – blocks T. brucei phosphoglycerate kinase; P07378; Potency, µM (titrated, usually from 57.5 µM), for the others: at the highest dose activity change, negative = inhibition, most hits filed as inhibitors; 380,000 compounds, 0.043% hits; PGK/GAPDH coupled, Kinase-Glo luminescence, 60 min; note: % is set by controls: 0 for no effect and ±100 for the full control effect; nearly all actives have a fitted effect of over 60% in size
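Luminescent ATP detection (Kinase-Glo Plus) follows a 60-minute room-temperature incubation, with wells lacking PGK as controls. Buffer: 100 mM TEA (pH 7.6), 5 mM MgCl2, 0.01% Tween-20. Coupling enzyme GAPDH (100 nM final) supplies unstable 1,3-BPG in-well.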
Pol iota inh – DNA polymerase iota (human) inhibition; Q9UNA4; Pol iota fluorescent replication assay, 10 min; Potency, µM (series often up to 115 µM), inactives show at the highest dose activity, negative = inhibition, hits mostly inhibitors; 390,000 compounds, 1% hits
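Pol iota at 10 nM preincubated 15 min with compounds at room temperature; reaction started with fluorescent substrate, 50 nM final. Fluorescence read kinetically at 0 and 10 min; buffer-only wells as negative control.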
HP1b chromo inh – inhibitors of HP1-beta chromodomain binding to methylated histone tails. Potency, µM (series often up to 114 µM), for the others: at the top dose activity change, negative = inhibition, usual class: inhibitors. 390,000 compounds, 0.56% hits. AlphaScreen HP1-beta / biotin-H3K9me3 peptide binding. P83916; note: nearly all actives have a fitted effect of over 70% in size; inactives centre near 23
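HP1-beta protein (50 nM final) preincubated 30 min at room temperature with biotinylated H3(1-18)K9me3 peptide (50 nM) in PBS pH 7.4, 0.01% Tween-20, then compound added for 30 min. AlphaScreen streptavidin donor/nickel chelate acceptor beads (10 ug/mL final), 30 min dark, luminescence read.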
Active calls of the source: *; i = inactive; u = inconclusive; x = no result given; & = joins results of further samples; [ ] = remark or other dose. Unless noted, calls come from the whole dose curve; as a rule, active = well fitted curve in the direction sought with a large enough effect; inconclusive = small, poorly fitted or top-dose-only effect, or another doubt; inactive = no such curve, though single readings can be large; an effect the other way counts as inactive or inconclusive. Potency is the fitted concentration of half-maximal effect. Not all compounds are listed; rates above refer to the full screens.

SMILES	GLS inh	G9a inh	Pin1 inh	JMJD2A Tudor	BAZ2B block	BLM helicase inh	PGK inhibitor	Pol iota inh	HP1b chromo inh
COc1ccccc1NC(=O)c1ccc(CN2CCOCC2)cc1	3%	0%[59 µM]	-3%	5%	8%	0%	-4%	0%	19%
CN1CCN(C(=O)c2ccc3c(c2)N(Cc2ccc(F)cc2)C(=O)c2ccccc2S3=O)CC1 (stereo not given)	0%&0%	-26%[59 µM]	1%&-1%	-8%&-4%	-4%&-13%	1%&-1%	-10%&7%	-4%&24%	38%&17%
COC(=O)c1nnn(-c2ccc(Cl)c(Cl)c2)c1C(=O)OC	1%	40%[activator]	1%	-13%	15%	-3%	-4%	76%[activator]	30%
Cc1ccnc(NS(=O)(=O)c2ccc(NC(=O)C3CC=CCC3C(=O)O)cc2)n1 (stereo not given)	4%	-6%	-1%	-7%	-15%	-3%	-1%	68%[activator]	14%
O=C(CN1CCN(c2ccc(F)cc2)CC1)N(C1CCCC1)C1CCS(=O)(=O)C1 (stereo not given)	-3%	-7%[2.33 µM]	-4%	-13%	6%	x	-10%	47%[activator]	12%
COc1cc(C(=O)NCc2nnc(SCC(=O)N3CCCc4ccccc43)o2)cc(OC)c1OC	0%	-39%	0%	-1%	x	0%	i	86%[activator]	25%
Cc1cc2c(c(SCC(=O)N(C)c3ccccc3)n1)C(=O)OC2	10%	10%[12.7 µM]	-3%	8%	-4%	2%	1%	8%	19%
Cc1ccc(S(=O)(=O)N/N=C/c2ccc(OCC(=O)N3CCOCC3)cc2)cc1	7%	-38%	-5%	-11%[11.4 µM]	-18%	-1%	4%	71%[activator]	47%[activator]
CN1CC(=O)N(CC(=O)Nc2ccc(Br)cc2F)C1=O	2%	-9%[0.0925 µM]	-8%	-11%	1%	2%	i	80%[activator]	29%
COc1ccc(C(=O)Nc2ccc3nc(SCC(=O)N4CCCC4)sc3c2)cc1	-2%	7%[59 µM]	0%	-11%	-34%	-6%	1%	2%	46%[activator]
CCOc1ccc(-c2c(C#N)c(N)nc3sc(C(=O)c4ccccc4)c(N)c23)cc1	-2%	4%[59 µM]	u	15%	0%	-4%	-9%	136%[activator]	112%[activator]
O=C(c1cnccn1)N(c1ccccc1)C1(C(=O)NC2CCCCC2)CCCCC1	8%	3%	3%	5%	-3%	3%	-10%	u	45%
Cc1cccc(N2CN(Cc3cccnc3)CNC2=S)c1	0%	30%[59 µM]	-12%	-5%	-7%	6%	2%	117%[activator]	24%
CCOC(=O)c1ccccc1NC(=O)c1cn(CC)c2nc(C)ccc2c1=O	6%	-8%[59 µM]	-1%	-10%[11.4 µM]	-21%	-2%	-10%	-3%	12%
Cc1cc(NC(=O)/C=C/c2ccccc2)no1	-6%	-9%	1%	-6%	-5%	0%	-4%[11.5 µM]	-5%	32%
COc1cccc(NC(=S)N(CCCN2CCN(C)CC2)Cc2ccco2)c1	3%	u	-9%	-27%	-16%	-4%	-9%	70%[activator]	30%
O=C(CSCc1c(F)cccc1Cl)NCc1cccnc1	-2%	47%[59 µM]	-4%	-4%	22%	1%	3%	24%	33%
CCOC(=O)C1=C(CN2CCC(C)CC2)NC(=O)NC1c1ccc(F)cc1 (stereo not given)	1%	9%[59 µM]	-2%	-11%	2%	-4%	1%	18%	17%
O=C(COc1ccccc1)NNC(=S)NC(=O)c1ccccc1	10%	2.2µM*	-5%	18µM*	x	-1%	-5%	10%	5%
COCCN1C(=S)NC(c2cccc(C(F)(F)F)c2)C(C(=O)N2CCOCC2)=C1C (stereo not given)	-16%	5%	-3%	-8%	-14%	-4%	-10%	160%[activator]	35%
CC(C)N(c1ccccc1)c1ccc(NC(=O)COC(=O)CCN2C(=O)c3cccc([N+](=O)[O-])c3C2=O)cc1	2%	5%[59 µM]	2%	-29%	-35%	2%	-8%	-3%	4%
C[C@H](CO)N1C[C@H](C)[C@@H](CN(C)S(=O)(=O)c2ccc(Cl)cc2)Oc2ccc(NS(=O)(=O)c3ccccc3)cc2CC1=O	-1%	x	13%	-26%	x	x	-10%	-6%	27%
CSc1ncc(CN2CCCCC2C(=O)Nc2ccc(Oc3ccccc3)nc2)cn1 (stereo not given)	4%	x	-1%	-24%	-19%	-3%	-3%	119%[activator]	10%
CC(C)OC(=O)c1ccc(COc2ccc3ccc(=O)oc3c2)o1	-4%	14%	1%	5%	-3%	-4%	14%	118%[activator]	40%[activator]
Cc1cc(C)cc(C(=O)NC(CC(N)=O)c2ccc(N3CCC(Cc4ccccc4)CC3)c([N+](=O)[O-])c2)c1 (stereo not given)	-2%	50µM*	1%	-20%	u	-4%	-1%	-1%	20%
CCOc1ccc2c(c1)OC(c1ccc(OC)cc1)(C(F)(F)F)NC2=O (stereo not given)	2%	38%[59 µM]	5%	-28%	-2%	-11%	-6%	18%	37%
CCOc1ccc(NC(=O)Cn2ccn(-c3ccc(F)c(F)c3)c(=O)c2=O)cc1	-5%	3%[59 µM]	7%	-15%	-15%	-4%	-1%	13%	16%
O=C1CN(c2cc(Cl)cc(Cl)c2)C(=O)CN1/N=C/c1cccnc1	0%	6%	19%	-14%	22%	7%	i	44%[activator]	22%
COc1ccc(CNC(=O)COc2cc(O)c3c(c2)OC(C)(C)CC3=O)c(OC)c1	4%	x	-2%	89µM*	9%[57.1 µM]	2%	1%	-5%	2%
CCCCCCc1c(O)nc(SCC(=O)O)[nH]c1=O	21%	-21%[59 µM]	0%	-24%	u	-2%	-4%	-21%	23%

Gathered by group: the compounds so far containing a furan ring, fused or not
SMILES	GLS inh	G9a inh	Pin1 inh	JMJD2A Tudor	BAZ2B block	BLM helicase inh	PGK inhibitor	Pol iota inh	HP1b chromo inh
COc1cccc(NC(=S)N(CCCN2CCN(C)CC2)Cc2ccco2)c1	3%	u	-9%	-27%	-16%	-4%	-9%	70%[activator]	30%
CC(C)OC(=O)c1ccc(COc2ccc3ccc(=O)oc3c2)o1	-4%	14%	1%	5%	-3%	-4%	14%	118%[activator]	40%[activator]

(further entries)
SMILES	GLS inh	G9a inh	Pin1 inh	JMJD2A Tudor	BAZ2B block	BLM helicase inh	PGK inhibitor	Pol iota inh	HP1b chromo inh
CCOC(=O)Cn1nc(-c2ccccc2)c2cnc3ccc(C)cc3c21	-8%	56µM*	10%	-30%	-29%	-2%	0%	-13%	32%
O=C(NCCCN1CCOCC1)c1cc(S(=O)(=O)N2CCN(c3ccccc3)CC2)ccc1Cl	12%	u	-7%	-3%	-1%	x	1%	1%	10%
COc1ccccc1-c1cc(C(=O)N/N=C/C=C/c2ccccc2[N+](=O)[O-])c2ccccc2n1	1%	-3%	3%	-21%	u	-5%	i	8%	u
C=CC[C@@H](CC(=O)N[C@@H](CO)Cc1ccccc1)C(=O)N[C@@H](COC(=O)[C@H](CC=C)CC(=O)OC(C)(C)C)Cc1c[nH]c2ccccc12	-8%	x	-4%	-24%	x	x	1%	-3%	21%
COc1ccccc1NS(=O)(=O)NC(=O)c1cn(C)c2ccccc12	14%	u	-2%	-3%	u	-1%	-1%	18%	25%
O=C1N/C(=N/N=C/c2ccco2)SC1Cc1ccccc1 (stereo not given)	-4%	10%	17%	-9%	-19%	-2%	-5%	16%	34%
CCOC(=O)C1=C(NC(=S)NC(=O)c2ccccc2)c2ccccc2CC1(C)C	3%	-9%[59 µM]	-7%	u	u	-15%	-4%	-6%	-12%
COc1cccc(CCN2C(=O)C(=O)N([C@@H](CNCc3ccccc3)Cc3ccccc3F)C[C@@H]2C(C)(C)C)c1	0%	21%[12.7 µM]	6%	-23%	9%	1%	-1%	u	-14%
COc1ccc(N2CC(C(=O)Nc3c(C(N)=O)oc4ccccc34)CC2=O)cc1 (stereo not given)	0%	-28%	6%	-6%	8%	x	-4%	18%	30%
O=C(N/N=C/C(Br)=C/c1ccccc1)c1ccccc1F	-8%	-41%	8%	-27%	-16%	-6%	1%	102%[activator]	21%
Cc1cc(C)c(C)c(OCC(=O)Nc2ccc(S(=O)(=O)Nc3nc(C)cc(C)n3)cc2)c1	2%	14µM*	u	-21%	-15%	-3%	x	14%	12%
CCOC(=O)CN1C(=O)CN(c2ccc(C)cc2)C1=O	-13%	4%[59 µM]	0%	-2%	2%	-2%	i	8%	17%
COc1ccc(N2CCN(C(=O)CN(C)S(=O)(=O)c3cnc[nH]3)CC2)cc1	28%	u	-1%	-19%	-9%	0%	0%	-3%	6%
CCOc1ccc(NC(=O)CN(c2ccc(OC)cc2)S(=O)(=O)c2cccs2)cc1	-2%	18%[2.33 µM]	0%	-5%	8%	x	9%	0%	23%
COc1ccc(-c2ccc(C#N)c(SCC(=O)Nc3sc4c(c3C#N)CCC4)n2)cc1	-3%	-10%	36%[activator]	u	-21%[57.1 µM]	-4%	-5%	1%	25%
CCOC(=O)C1CCN(S(=O)(=O)c2ccc(C)cc2)CC1	15%	8%	1%	-11%	u	0%	3%	38%[activator]	35%
O=C(CN1CCCC(O)C1)N1c2ccccc2Sc2ccc(C(F)(F)F)cc21 (stereo not given)	2%	2%	u	-14%	-25%	-2%	-5%	-1%	10%
CN(CCC#N)C(=O)COC(=O)c1ccccc1OCc1ccccc1Cl	-6%	-2%	-1%	-4%	3%	-4%	9%	39%[activator]	25%
COC(=O)C1=C(C(=O)OC)[C@]2([C@H]3CC=CCN[C@@H](Cc4ccccc4)C(=O)N3Cc3ccccc3)C=C[C@H]1O2	1%	x	6%	-29%	x	x	-4%	u	5%
CC(NC(=S)NC(=O)c1ccccc1)c1ccccc1 (stereo not given)	6%	x	-17%	-23%	x	x	-1%	u	2%
CC1(C)Cc2c(sc(NC(=O)COc3ccc(Cl)cc3)c2C#N)C(C)(C)N1	3%	u	-1%	-2%	5%	0%	-9%	58%[activator]	20%
CC(C)(C)OC(=O)CN1C(=O)NC(Cc2c[nH]c3ccccc23)C1=O (stereo not given)	-2%	13%	3%	-7%	-1%	-2%	-1%	3%	46%[activator]
